Compound activity: PubChem, National Center for Advancing Translational Sciences (NCATS)
HTT aggregate: qHTS Multiplex Assay to Identify Dual Action Probes in a Cell Model of Huntington: Aggregate Formation (GFP). PC12 HttQ103-GFP aggregates, Acumen cytometry, 40 h. Potency, µM (series often up to 46.1 µM), for the others: at the highest dose activity change, negative = inhibition, actives largely listed as inhibitors. 220,000 compounds, 1.1% hits. AID 1688, 2009; note: % is set by controls: 0 for no effect and ±100 for the full control effect; nearly all actives have a fitted effect of over 60% in size
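Multiplexed with ATP-based cell death, this channel scores GFP aggregates in PC12 cells expressing inducible HTTex1-Q103-GFP. Induction used 100 nM tebufenozide; compounds were tested in concentration series.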
GAA glycogen mod: qHTS Assay for Inhibitors and Activators of Human alpha-Glucosidase Cleavage of Glycogen; recombinant GAA, glycogen substrate, Amplex Red glucose oxidase fluorescence; Potency, µM (doses to about 76.4 µM), for inactives: at the top dose activity change, negative = inhibition, actives largely listed as inhibitors; 300,000 compounds, 0.38% hits; AID 2100, 2009;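 note: 0% = full enzyme reaction and -100% = no-enzyme basal signal; the screen sought inhibitors and activators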
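Recombinant human alpha-glucosidase (4 nM final) hydrolysed bovine liver glycogen (30 ug) for 40 min at 37 C in pH 5.0 citrate/phosphate with 0.01% Tween-20. Released glucose detected by glucose oxidase/Amplex Red, Ex 573/Em 610 nm. Compounds up to 77 uM; AC50 from Hill fits.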
GAA inh: qHTS Assay for Inhibitors of Human alpha-Glucosidase as a Potential Chaperone Treatment of Pompe Disease | Lysosomal alpha-glucosidase (Homo sapiens), P10253 | purified human GAA, 4-MU-alpha-glucoside fluorescence | Potency, µM (series often up to 76.9 µM), without a hit: at the highest dose activity change, negative = inhibition, most hits filed as inhibitors | 200,000 compounds, 0.005% hits | AID 1466, 2008;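 note: plate controls were uninhibited enzyme wells for no effect and no-enzyme background for full effect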
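Human alpha-glucosidase, 4 nM, pre-mixed with test compounds before 400 uM 4-methylumbelliferyl substrate; 20 min room temperature at pH 5.0. Fluorescence read after pH 10 stop; AC50 values from Hill-equation fits.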
RGS12 GoLoco inh: qHTS Assay for Inhibitors of RGS12 GoLoco Motif Activity (Red Fluorophore) | Guanine nucleotide-binding protein G(i) subunit alpha-1 (Homo sapiens), P63096 | Gai1:RGS12 GoLoco peptide FP, rhodamine, 10 min | Potency, µM (doses to about 61.6 µM), inactives show at the top dose activity, negative = inhibition, usual class: inhibitors | 230,000 compounds, 0.44% hits | AID 880, 2007; active = well fitted inhibition curve with a large enough effect, not every such curve was filed as active; inactive = no such curve, though single readings can be large or run the other way; note: % is set by controls: 0 for no effect and ±100 for the full control effect; nearly all actives have a fitted effect of over 30% in size; many of its hits are not listed in these tables
Target sequence (P63096 whole entry, looked up): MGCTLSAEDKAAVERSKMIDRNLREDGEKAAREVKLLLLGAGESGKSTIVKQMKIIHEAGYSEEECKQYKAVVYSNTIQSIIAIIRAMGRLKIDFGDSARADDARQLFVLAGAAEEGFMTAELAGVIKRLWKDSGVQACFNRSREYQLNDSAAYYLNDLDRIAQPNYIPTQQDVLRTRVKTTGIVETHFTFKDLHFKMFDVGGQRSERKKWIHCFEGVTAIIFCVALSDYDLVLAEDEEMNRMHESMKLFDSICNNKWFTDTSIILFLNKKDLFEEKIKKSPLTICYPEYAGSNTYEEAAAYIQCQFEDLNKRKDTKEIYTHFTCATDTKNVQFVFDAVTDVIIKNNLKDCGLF
HTT ATP protect: qHTS Multiplex Assay to Identify Dual Action Probes in a Cell Model of Huntington: Cytoprotection (ATP); PC12 HTT-Q103 induced, cytoprotection, ATP luminescence, 40 h; Potency, µM (titrated, usually from 56.4 µM), for the others: cytoprotection (ATP increase), hits mostly activators; 230,000 compounds, 0.14% hits; AID 1471, 2008;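 note: % of control where 0% means no effect; nearly all actives have a fitted effect of over 45% in size; toxic huntingtin expression switched on by the ecdysone agonist tebufenozide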
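Stable PC12 Q103-GFP cells in serum-supplemented, phenol red-free DMEM; induction by tebufenozide at 100 nM final; compound dose series; cell viability quantified luminescently from ATP.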
GAA spleen mod: qHTS Assay for Inhibitors and Activators of Human alpha-Glucosidase From Spleen Homogenate; Potency, µM (highest dose often 79.9 µM), without a hit: top-dose activity change, negative = inhibition, hits mostly inhibitors; AID 2112, 2009; human spleen homogenate, 4-MU-alpha-glucoside fluorescence; Lysosomal alpha-glucosidase (Homo sapiens), P10253; 240,000 compounds, 0.006% hits;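 note: 0% = enzyme with vehicle and -100% = no enzyme basal signal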
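Human spleen homogenate (1 ug) incubated with compounds and 1 mM 4-methylumbelliferyl-alpha-D-glucopyranoside in pH 5.0 citrate/phosphate buffer, 37 C, 40 min. Stopped at pH 10; 4-MU fluorescence (Ex 365/Em 440 nm); AC50 by Hill fit.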
IMPase Li cell: qHTS Assay for Identifying the Cell-Membrane Permeable IMPase Inhibitors: Potentiation with Lithium. Potency, µM (top dose mostly 59.4 µM), without a hit: top-dose activity, negative = IMPase inhibition, most hits filed as inhibitors. CHO-M1 cells, IP1 TR-FRET (IP-One), carbachol + lithium. 210,000 compounds, 0.35% hits;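 note: IP1 builds up when IMPase is blocked and the TR-FRET signal falls; plate controls were basal vehicle for no effect and high inhibitor control for full effect; nearly all actives have a fitted effect of over 50% in size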
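Steps: plate 2000 CHO-M1 cells per well and culture 16–30 h; add compound and lithium; incubate 30 min, 37C; add d2-IP1 tracer and Eu cryptate anti-IP1 antibody in lysis buffer; read after 10 min at room temperature.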
Active calls of the source: *; ? = inconclusive; · = no result given; [ ] = dose if it differs, or a comment. Unless noted, calls come from the whole dose curve; as a rule, active = well fitted curve in the direction sought with a large enough effect; inconclusive = small, poorly fitted or top-dose-only effect, or another doubt; inactive = no such curve, though single readings can be large; an effect the other way counts as inactive or inconclusive. Potency is the fitted concentration of half-maximal effect.

Results follow in this order: HTT aggregate	GAA glycogen mod	GAA inh	RGS12 GoLoco inh	HTT ATP protect	GAA spleen mod	IMPase Li cell
O=C(COC(=O)CN1C(=O)c2ccccc2C1=O)Nc1ncc(Cl)cc1Cl
    16%	-3%	-7%	13%	-8%[10 µM]	1%	-5%[38.3 µM]
CCC(C)(C)C1CCc2nc3ccccc3c(C(=O)OC(C)C(=O)Nc3c(C)n(C)n(-c4ccccc4)c3=O)c2C1 (configuration not stated)
    -3%	-7%	-14%	9%	-8%[10 µM]	4%	4%
CN1C(=O)NC(c2ccc(O)cc2)C2=C1CN(c1cccc3ccccc13)C2=O (configuration not stated)
    -12%	0%	-5%[15.4 µM]	9%	-28%	-7%	3%
S=C(NCc1ccco1)Nc1ccc(Br)cc1Cl
    -14%	-8%	3%	2%	15%[10 µM]	-4%	1%
Cc1ccc(OCC(=O)Nc2ccccc2-c2ccccc2)cc1
    -2%	-3%	-14%[15.4 µM]	18%	-18%	-2%	2%[38.3 µM]
CN=c1scc(-c2ccc(F)cc2)n1/N=C/c1ccc(O)c(O)c1
    -17%	5.6µM*	-9%	-17%	-112%[inhibitor]	-1%	12%
CCc1cc(C(=O)c2ccc(OC)cc2)c(N)s1
    0.11µM*	?	·	2%	·	-17%	·
Fc1ccc(C2c3[nH]c4ccccc4c3CCN2Cc2cccn2-c2ncccn2)cc1 (configuration not stated)
    22%[9.22 µM]	15%	-4%	15%	18%[10 µM]	-4%	7%
CC(=O)Oc1ccc(OC(C)=O)c2c1CC(C)=C(C)C2
    4%[9.22 µM]	6%	·	3%	7%[10 µM]	-7%	·
C/C(NC1CCCC1)=C(/C#N)C(N)=O
    -8%	6%	0%	7%	9%[0.074 µM]	-8%	18%[38.3 µM]
CCOC(=O)c1ccccc1NC(=S)N1CC(C)CC(C)C1 (configuration not stated)
    3%	-15%	-2%	7%	4%[10 µM]	-8%	11%
O=C(CCNS(=O)(=O)c1ccc(Cl)cc1)NCc1cccs1
    -10%	-3%	1%	-19%	-32%	-2%	-7%
Cc1ccccc1OCCSc1nnc(-c2ccncc2)n1C
    -2%	4%	-4%	2%	4%	-4%	31%[38.3 µM]
CCCCc1cc2c(cn1)=C(OC(=O)c1cccs1)C(C)(OC(=O)CC)C(=O)C=2 (configuration not stated)
    ·	·	·	19%[14.2 µM]	-35%[10 µM]	7%[17.4 µM]	-1%
Cn1c(=O)c2c(nc(NCc3ccccc3)n2CC(N)=O)n(C)c1=O
    -3%[9.22 µM]	2%	·	1%	21%[10 µM]	-7%	·
COc1ccc(NC(=S)Nc2cccc(Cl)c2)cc1OC
    -9%	?	8%	8%	-16%	-6%	7%
Cc1ccsc1/C=N/NC(=O)c1cc(-c2ccncc2)nc2ccccc12
    ?	-1%	-13%	-2%	·	-1%	10%
C/C(N)=C(/C#N)C(=O)COC(=O)Cc1coc2ccc3ccccc3c12
    17%	2%	7%	22%	-21%	-23%	9%
Cc1cc(=O)[nH]c(Cc2ccc(OC(C)C)cc2)n1
    -20%	13%	1%[15.4 µM]	6%	-18%	0%	-2%[38.3 µM]
O=C(CN1C(=O)C2C3C=CC(C3)C2C1=O)Nc1ccc(F)cc1 (configuration not stated)
    ?	-1%	0%	-7%	30%[10 µM]	-5%	-8%
S=C(Nc1ccc2nccnc2c1)N1CCCC1
    -20%[9.22 µM]	-6%	?	0%	4%[10 µM]	-5%	9%
CCC(c1nnnn1Cc1ccc(OC)cc1)N(CCCO)Cc1cc2cc3c(cc2[nH]c1=O)OCO3 (configuration not stated)
    17%	8%	8%	9%	-31%	-1%	22%[38.3 µM]
Cc1cc(C)nc(N(C#N)CCOc2ccccc2)n1
    13%	-3%	1%	11%	2%[0.074 µM]	-2%	-1%[38.3 µM]
COc1ccc(/C=C2\N=C(c3ccccc3)NNC2=O)cc1
    9%[9.22 µM]	-9%	·	0%	-5%[10 µM]	-18%	·
O=c1cc(-c2ccc(O)c(O)c2)oc2cc(OC3OC(CO)C(O)C(O)C3O)cc(O)c12 (configuration not stated)
    ·	·	·	6%	-30%[1.9 µM]	-12%	15%
CN(Cc1cccs1)C(=O)Cn1cnc2ccccc2c1=O
    19%	6%	-4%	-11%	-31%	0%	1%
COc1ccc(-c2csc(N3CCN(Cc4ccc5c(c4)OCO5)CC3)n2)cc1
    -17%	-11%	-11%	-2%	16%	-19%	30%[38.3 µM]
CSc1nnc(-c2ccccc2)o1
    6%	5%	-4%	2%	21%	-1%	4%[38.3 µM]
O=C(Cc1csc(NC(=O)c2ccc(F)cc2)n1)NO
    5%	2%	-2%	-8%	-9%	·	-4%
N/C(=N\OC(=O)c1cc(-c2ccccc2)nc2ccccc12)c1ccccn1
    -7%[9.22 µM]	-11%	-9%	-2%	-30%[10 µM]	2%	24%

Complete entries as entered above. Values in the order: HTT aggregate	GAA glycogen mod	GAA inh	RGS12 GoLoco inh	HTT ATP protect	GAA spleen mod	IMPase Li cell
Listed for Cc1cc(=O)[nH]c(Cc2ccc(OC(C)C)cc2)n1 = -20%	13%	1%[15.4 µM]	6%	-18%	0%	-2%[38.3 µM]
Listed for CN(Cc1cccs1)C(=O)Cn1cnc2ccccc2c1=O = 19%	6%	-4%	-11%	-31%	0%	1%
Listed for COc1ccc(NC(=S)Nc2cccc(Cl)c2)cc1OC = -9%	?	8%	8%	-16%	-6%	7%
Listed for CCc1cc(C(=O)c2ccc(OC)cc2)c(N)s1 = 0.11µM*	?	·	2%	·	-17%	·
Listed for Cc1ccc(OCC(=O)Nc2ccccc2-c2ccccc2)cc1 = -2%	-3%	-14%[15.4 µM]	18%	-18%	-2%	2%[38.3 µM]

(further entries)
Results follow in this order: HTT aggregate	GAA glycogen mod	GAA inh	RGS12 GoLoco inh	HTT ATP protect	GAA spleen mod	IMPase Li cell
O=C1Nc2ccccc2C12Nc1ccccc1S2 (configuration not stated)
    14%	?	-3%	-7%	-24%[0.074 µM]	-2%	22%[38.3 µM]
COc1ccc(Cl)cc1NC(=O)C/C(C)=N/NC(=O)CC#N
    3%	-9%	4%	-2%	-9%[10 µM]	-14%	15%[38.3 µM]
CC1(C)NC(=O)N(CCOCCOc2ccc3ccccc3c2Br)C1=O
    -19%	-7%	-8%	3%	-6%	-24%	-9%[38.3 µM]
Cc1cc(NC(=O)Cn2c(=O)n(Cc3ccccc3)c(=O)c3ccccc32)no1
    ?	0%	8%	-1%	-35%	-3%	-10%[38.3 µM]
CCn1c(C)c(C)c2cc(C(=O)Nc3cccc(Cl)c3)ccc21
    ?	-9%	2%	7%	-14%	-10%	-7%[38.3 µM]
CC(=N\Nc1ccc(Cl)cc1)/C(=N/O)C(=O)Nc1ccccc1
    8%	?	-1%	12%	-10%	-1%	8%[38.3 µM]
COc1cccc(N2CCN(Cc3nnnn3C3CCCCC3)CC2)c1
    4%[9.22 µM]	-13%	-2%	-4%	17%[10 µM]	-17%	7%
COc1cc(/C=C/c2nnc3c4ccccc4ncn23)cc(OC)c1OC
    7%	9%	6%	·	-14%[10 µM]	4%	·
O=C(O)c1ccc(NC2=C(N3CCOCC3)C(=O)c3ccccc3C2=O)cc1
    -13%	-2%	-2%	1%	9%[10 µM]	2%	51%[activator]
CCC(C)C(=O)N1c2ccccc2C(=C2SC(C(=O)OC)=C(C(=O)OC)S2)C(=S)C1(C)C (configuration not stated)
    5%	-3%	-12%	-5%	16%[10 µM]	-3%	20%
COc1ccc(CCNC(=O)/C(=C/c2cccnc2)NC(=O)c2ccccc2)cc1OC
    6%	-7%	1%	2%	-29%	-2%	2%
CN(NC(=O)c1ccc(Cl)cc1)c1ncc(C(F)(F)F)cc1Cl
    -18%[9.22 µM]	5%	-7%	-2%	-36%[10 µM]	-2%	·
Cn1nc([N+](=O)[O-])nc1Oc1ccccc1
    -17%	11%	11%	-17%	13%	-1%	20%[38.3 µM]
Cc1nc2cc(C(=O)NCCN3CCOCC3)ccc2n1-c1ccc(F)cc1F
    -25%	2%	1%	74%[activator]	6%[1.9 µM]	-5%	-3%[38.3 µM]
COc1cc(OC)nc(Oc2ccccc2C(=O)Oc2ccc(C)cc2)n1
    -2%	-11%	-1%	-4%	13%	-14%	10%[38.3 µM]
COCCn1c(=O)c(-c2ccc(Cl)cc2)nc2cncnc21
    ·	·	·	12%	?	6%	8%
CC(=O)NC(Cc1ccc(C)cc1)C(=O)NC1CCN(C(=O)c2ccc([N+](=O)[O-])cc2)CC1 (configuration not stated)
    3%	0%	-8%	-2%	27%[10 µM]	-19%	4%
CC1CN(Cc2ccccc2)c2nc3c(c(=O)[nH]c(=O)n3C)n2C1 (configuration not stated)
    -11%[9.22 µM]	-2%	·	-3%	11%[10 µM]	3%	·
COC(=O)C1=C(N)Oc2cc(C)n(C)c(=O)c2C1c1ccc(Cl)cc1 (configuration not stated)
    11µM*	-10%	-3%	5%	23%[0.074 µM]	-11%	-11%[38.3 µM]
Nc1c(C(=O)c2ccccc2)sc2snc(SCC(=O)c3ccccc3)c12
    7%	-27%	-1%	12%	-18%	-6%	1%[38.3 µM]

Only part of the results is shown. The share of hits here may be higher or lower than overall.
